TRPM1 prom inh – inhibitors of MITF-driven TRPM1 promoter in melanoma cells; SK-MEL-5 TRPM1 promoter luciferase, 24 h; inhibition, % at 12.5 µM; 0.83% of 330,000 active;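 active means mean inhibition across replicates of 60% or more, whatever share of single replicates reaches that level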; further: values of inactives mirror those of a sister screen read the other way
NR2E3 ag-1 – NR2E3 (human) agonism; GST-NR2E3/biotin-RetCOR TR-FRET, 1536-well; inhibition of corepressor binding, % at 4.78 µM; 0.12% of 320,000 active; AID 2300;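 active means percent inhibition above the cutoff of mean plus 3 SD of all tested compounds, set per screening campaign, cut at about 20% in these data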;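 further: 0% = DMSO wells and 100% = biotin wells as full block of FRET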
Target sequence (Q9Y5X4 whole entry, looked up): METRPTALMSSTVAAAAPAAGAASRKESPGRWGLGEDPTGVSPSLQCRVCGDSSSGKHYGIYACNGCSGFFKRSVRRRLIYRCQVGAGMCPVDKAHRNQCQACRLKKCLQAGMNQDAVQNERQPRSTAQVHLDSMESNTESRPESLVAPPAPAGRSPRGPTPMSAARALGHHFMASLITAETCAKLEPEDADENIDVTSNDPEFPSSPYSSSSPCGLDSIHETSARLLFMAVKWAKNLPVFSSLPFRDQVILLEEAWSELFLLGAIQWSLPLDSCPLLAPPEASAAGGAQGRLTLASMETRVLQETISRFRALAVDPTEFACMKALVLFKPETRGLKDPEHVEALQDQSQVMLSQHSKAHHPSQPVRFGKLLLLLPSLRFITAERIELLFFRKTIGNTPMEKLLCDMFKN
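System: GST-NR2E3 and biotin-RetCOR proteins; probe or stimulus: 7 nM biotin-RetCOR; doses: compound at 4.8 µM, single dose; schedule: Compound–protein incubation for 5 h at 4 °C; detection: time-resolved FRET; read-out: percent inhibition; controls: biotin wells as high control, 0.6% DMSO wells as low control; format: 1536-well plates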
CF NFkB block – inhibitors of cystic fibrosis induced NF-kB. KKLEB NF-kB-GFP reporter, PAF-induced, GFP fluorescence overnight. inhibition, % at 5 µM. 0.86% of 360,000 active. AID 588850;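 active means at least 50% inhibition at 5 µM, scaled per plate between neutral and stimulator controls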;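 further: PAF is a Pseudomonas aeruginosa culture filtrate used as stimulus; plate controls were PAF-stimulated DMSO wells for no effect and unstimulated DMSO wells for full effect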
KKLEB tox – counter-screen for CF NF-kB inhibitors: cytotoxicity; KKLEB CF airway cells viability, ATPlite luminescence, overnight; stronger effect = lower value; cells stimulated with P. aeruginosa culture filtrate; activity change (cytotoxicity), % at 5 µM; 0.36% of 360,000 active; AID 602141;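 active means corrected activity change at or below -50% at 5 µM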
HIF-2a inh – HIF-2a inhibition. 786-0 RCC cells HIF-2a reporter, luciferase luminescence, overnight. inhibition, % at 18.8 µM. 0.72% of 360,000 active. AID 624352;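 active means inhibition of the luminescence signal of 40% or more relative to plate controls, in a single-dose primary screen at 18.75 µM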
iPSC survival up – enhancers of human iPSC single-cell survival | hiPSC single-cell survival, ATPlite luminescence; 100% = ROCK inhibitor wells, 0% = DMSO | survival enhancement, % at 20 µM | 0.044% of 360,000 active | AID 602274; in the data active means survival enhancement above about 18%;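 further: cells exposed to compounds for 16 hours before the ATP read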
NR2E3 ag-2 – human photoreceptor-specific nuclear receptor agonism | Q9Y5X4 | CHO-S Gal4-NCOR/VP16-NR2E3 two-hybrid, luciferase | inhibition of corepressor binding, % at 3.98 µM | 0.35% of 360,000 active | AID 602229;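 active means inhibition above the mean of all tested compounds plus 3 SD, cut at about 70% in these data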;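 further: 0% = DMSO with NR2E3 transfected cells and 100% = cells lacking NR2E3 construct; higher means lower luciferase signal from less NR2E3 corepressor binding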
EBV LMP1 NFkB – Epstein-Barr LMP1 NF-kappaB reporter inhibition | inhibition, % at 12.5 µM | LMP1-induced NF-kappaB luciferase reporter cells, luminescence | 0.69% of 350,000 active | AID 504558; in the data active means inhibition above about 41%;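 further: 0% = neutral control wells and 100% = reference inhibitor control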
TRAIL sens C8 – sensitizes caspase-8 expressing cells to TRAIL; inhibition (viability loss, TRAIL sensitization), % at 10 µM; AID 624354; NB7+C8 cells + TRAIL, ATPlite viability luminescence; 1% of 360,000 active;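 active means compounds causing at least 50% loss of cell viability in the single-dose screen, relative to plate controls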
Shn3 inh set2 – Schnurri-3 reporter inhibition in Clone20 osteoblasts; 0.52% of 360,000 active; Clone20 osteoblast Shn3 3'UTR firefly luciferase, 24 h; inhibition, % at 12.5 µM;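 active means mean inhibition of at least 75% with every replicate also reaching 75%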;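 further: 0% = median of neutral control wells and 100% = pilot-screen positive control compound; some compounds past the cut are filed as inactive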
Peg3 prom inh – reduces Peg3 promoter-driven luciferase expression in HeLa | inhibition, % at 20 µM | HeLa PEG-Prom luciferase reporter, luminescence, overnight | 1.7% of 360,000 active | AID 588405;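 active means inhibition of at least 50% at 20 µM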
* = called active by the depositor; x = no result given. Only part of the results is shown (hit frequency here may not be typical).

Structure	TRPM1 prom inh	NR2E3 ag-1	CF NFkB block	KKLEB tox	HIF-2a inh	iPSC survival up	NR2E3 ag-2	EBV LMP1 NFkB	TRAIL sens C8	Shn3 inh set2	Peg3 prom inh
Nc1cc(C(=O)OCC(=O)N2CCC(Cc3ccccc3)CC2)ccc1Cl	0	0	-4	-8	-2	-2.6	-7	-4	2	-17	-28
CCCC(=O)n1nc(-c2cccnc2)nc1N	14	-4	11	12	18	-1.3	-24	7	5	-10	-27
c1ccc(-c2ccc(CN3CCSCC3)cc2)cc1	-51	4	-7	1	-90	-0.6	0	-13	8	-23	-77
Cn1c(-c2c(N)n(CCCc3ccccc3)c3nc4ccccc4nc23)nc2ccccc21	11	x	-46	-13	-30	4.2	-8	-3	-5	4	36
Cc1cc(N/C=C2\CCCCC2=O)no1	-25	-1	-4	0	-55	0.4	-1	-1	-24	3	-13
CCOc1ccc(NC(=O)c2c3c(nc4ccccc24)CCC3)cc1	-14	3	4	0	0	-0.2	-1	2	6	12	13
COC(=O)c1[nH]c2ccccc2c1NC(=O)c1ccccc1[N+](=O)[O-]	21	4	-7	-1	14	-1.4	6	1	4	21	15
Cc1cc2cc(CCNS(C)(=O)=O)c(=O)[nH]c2cc1C	3	2	3	0	8	0.5	1	7	-14	14	-8

Continuation:
Structure	TRPM1 prom inh	NR2E3 ag-1	CF NFkB block	KKLEB tox	HIF-2a inh	iPSC survival up	NR2E3 ag-2	EBV LMP1 NFkB	TRAIL sens C8	Shn3 inh set2	Peg3 prom inh
Cc1cc(C)n(Cc2ccc(C(=O)O)cc2)n1	7	1	5	-4	1	3.9	-13	-6	-10	-17	7
COc1ccccc1/C=C/CN1CC(C)OC(C)C1 (configuration not stated)	8	-1	-1	-4	3	0.3	-9	-9	-10	-1	-7
Cc1ccc(S(=O)(=O)N2CCC(Oc3ccc(-n4cnnn4)cc3)CC2)cc1	6	0	4	4	1	-0.1	-16	-1	12	-9	-9
CP(=O)(COC(=O)c1ccccc1)COC(=O)c1ccccc1	10	-1	3	-12	2	1.2	2	-2	-10	-8	3
CCOc1ccccc1C(=O)N(CN1CCCC1=O)c1ccc(C)c(Cl)c1	10	-1	0	1	5	-0.9	5	-5	-12	4	16
CCOC(=O)N1CCN(C(=O)Cn2ccc3c(OC)cccc3c2=O)CC1	x	3	-19	-6	10	1.9	17	0	-7	7	17
COCCNc1nc(N)c([N+](=O)[O-])c(NCCO)n1	-5	-6	0	3	8	-2.6	-2	4	-13	11	8
Cc1nn(C)c(C)c1NC(=O)CSc1nnc(C)n1-c1ccccc1	0	8	0	3	-9	-1.4	2	7	-12	7	-2

Continued:
Structure	TRPM1 prom inh	NR2E3 ag-1	CF NFkB block	KKLEB tox	HIF-2a inh	iPSC survival up	NR2E3 ag-2	EBV LMP1 NFkB	TRAIL sens C8	Shn3 inh set2	Peg3 prom inh
O=C(NCc1ccco1)C(=S)N1CCCCC1	6	0	8	-8	10	2.4	-18	8	-1	8	4
c1ccc2nc(-c3nccs3)ccc2c1	-87	0	5	-2	-215	1.0	-25	-18	4	-27	-134
CC1(Oc2cccc(C#N)c2)CCN(Cc2csc3ccccc23)C1 (configuration not stated)	x	x	1	-7	-8	1.9	-14	x	-8	-13	10
CCOC(=O)CSc1nnc(-c2ccc(S(=O)(=O)NCc3cccs3)cc2)o1	-11	4	2	10	22	-0.8	5	-7	7	-5	0
O=C(O)CCCNc1ccc(S(=O)(=O)Nc2ccccc2C(=O)O)cc1C(=O)O	4	6	-2	-2	8	1.2	-8	-4	0	-23	-11
Cc1noc(C)c1C(=O)Nc1nc(-c2ccc(F)cc2)cs1	-5	0	2	6	-38	0.6	0	4	-8	4	-47
O=C(CCNC(=O)c1ccccc1Cl)Nc1nc(-c2ccc(F)cc2)cs1	5	2	-12	9	-6	-1.0	-11	4	-6	-13	-6
O=C(O)C1CC2C3CC(C(=O)O)C(C3)C2C1 (configuration not stated)	2	x	14	2	13	3.0	2	-3	6	-11	-3

The results go on:
Structure	TRPM1 prom inh	NR2E3 ag-1	CF NFkB block	KKLEB tox	HIF-2a inh	iPSC survival up	NR2E3 ag-2	EBV LMP1 NFkB	TRAIL sens C8	Shn3 inh set2	Peg3 prom inh
CC(=O)C1C(c2ccc(Cl)cc2)NC(=O)NC1(O)C(F)(F)F (configuration not stated)	-4	5	-5	1	4	3.8	9	-3	-6	-3	14
Cc1cc(C)cc(N(CC(=O)N2CCc3ccccc32)S(=O)(=O)c2c(C)noc2C)c1	2	0	12	-15	16	2.0	11	-3	-10	-4	-7
CCCNC(=O)C1CCN(S(=O)(=O)c2ccc3nc4c(c(C(=O)O)c3c2)CCCCC4)CC1	6	5	-15	5	10	-2.5	-22	-15	-1	-6	14
CCOC(=O)N1CCN(C(=O)c2ccccc2NC(=O)COc2ccccc2C)CC1	x	1	-6	3	-32	3.6	8	-1	-5	48	-10
O=C(Nc1ccc(F)cc1F)N1CCCN(c2ccc([N+](=O)[O-])cn2)CC1	-10	-4	-5	11	21	-0.7	-5	6	7	-16	2
Cc1ccc(N2CCN(C(=O)c3cc(COc4c(C)cccc4C)on3)CC2)c(C)c1	-2	-1	31	-15	2	-0.3	-10	4	-1	-8	9
CCc1nc2ccc(C(=O)NCCCN3CCCC3=O)cn2c1N(C)C(=O)c1cccc(OC)c1	x	x	5	-7	6	-0.8	4	x	-11	5	6
CCc1cc2c(NCC(=O)O)ncnc2s1	-2	1	4	10	17	-0.2	-17	-9	0	-10	1

Continuation.
Structure	TRPM1 prom inh	NR2E3 ag-1	CF NFkB block	KKLEB tox	HIF-2a inh	iPSC survival up	NR2E3 ag-2	EBV LMP1 NFkB	TRAIL sens C8	Shn3 inh set2	Peg3 prom inh
COC(=O)c1cccc(S(=O)(=O)N(Cc2ccco2)Cc2cc3ccc(OC)cc3[nH]c2=O)c1	12	2	-6	5	-16	-2.7	26	1	3	42	40
COc1ccc(Cc2nnc(NC(=O)c3ccc(Cl)c([N+](=O)[O-])c3)s2)cc1	3	0	11	-9	9	1.8	0	0	-3	-4	20
CC(=O)C(Cc1ccccc1)NC(=O)COC(=O)c1cc(S(=O)(=O)N2CCOCC2)ccc1F (configuration not stated)	x	x	-7	17	-4	1.8	-1	-21	-5	-24	3
CCN1C[C@@H]2[C@@H]3C(=O)N(C)C(=O)[C@@H]3[C@](C)(C1=O)N2C(=O)c1ccc(C)cc1	-8	x	-23	8	9	-0.1	-10	-10	8	-2	-8
Fc1ccc(NCc2cccnc2)cc1F	-11	-4	13	2	-2	-1.4	-6	-4	-13	2	8
CCOC(=O)c1ccc(NC(=O)N2CCN(C3CCCCC3)CC2)cc1	-7	3	-6	-11	-1	-2.1	9	-7	-5	6	8
O=C(CCCC(=O)NC1CCCC1)NC1CCCC1	5	-1	-9	-2	-5	-0.2	3	0	-6	9	12
O=C(Nc1ccc2oc(-c3ccncc3)nc2c1)c1ccc2c(c1)OCO2	-4	-14	4	-5	-7	-0.1	-17	18	7	-9	-2

Continued:
Structure	TRPM1 prom inh	NR2E3 ag-1	CF NFkB block	KKLEB tox	HIF-2a inh	iPSC survival up	NR2E3 ag-2	EBV LMP1 NFkB	TRAIL sens C8	Shn3 inh set2	Peg3 prom inh
Cc1nnc(NC(=O)c2cc(S(=O)(=O)N3CCCCC3)ccc2Cl)s1	2	1	0	-4	17	-0.4	-7	-4	-25	-23	-6
CCCCC(=O)NC(=S)Nc1ccc(S(=O)(=O)N2CCCC2)cc1	-15	2	19	-15	28	0.4	-8	-7	15	18	16
N=c1c(C(=O)NCCN2CCOCC2)cc2c(=O)n3ccccc3nc2n1Cc1ccc(F)cc1	8	4	0	-11	4	-0.5	-15	-3	9	-9	-2
CN(CCCn1cnc2c(OCc3ccccc3)ncnc21)CCc1ccccn1	-1	x	15	-4	-1	3.3	6	0	-11	-14	-26
O=C(c1cccc2ccccc12)N1CCN(c2ccc([N+](=O)[O-])c(NCc3ccco3)c2)CC1	13	-1	-5	-7	14	-0.6	2	14	2	-16	33
CSCCC(NC(=O)COc1ccccc1)C(=O)O (configuration not stated)	-2	2	-4	6	9	-0.5	-15	1	-2	3	14
COc1ccc(CCNC(=O)COC(=O)c2cccs2)cc1	6	x	5	2	12	-0.4	11	-8	10	2	10
CN(C)c1cccc2c1c(NC(=O)c1ccc(F)cc1)nn2C	31	-1	-7	8	15	0.7	-2	-2	-5	16	11

(further entries)
Structure	TRPM1 prom inh	NR2E3 ag-1	CF NFkB block	KKLEB tox	HIF-2a inh	iPSC survival up	NR2E3 ag-2	EBV LMP1 NFkB	TRAIL sens C8	Shn3 inh set2	Peg3 prom inh
COc1ccc(C(C)NC(=O)C2C(=O)NC3(C)CC2c2ccccc2O3)cc1 (configuration not stated)	-4	1	4	-2	14	3.0	-10	-11	-5	-2	19
O=C(COc1ccc(S(=O)(=O)N2CCOCC2)cc1)Nc1ccccc1F	-2	0	8	-1	-7	0.6	1	-11	0	3	-2
Nc1ccccc1C(=O)N1O[C@@H]2C=C[C@H]1CC2	-3	x	4	15	-2	-0.9	7	7	-11	3	-4
CC1CC(C)CN(S(=O)(=O)c2ccc(NC(=O)C3COc4ccccc4O3)cc2)C1 (configuration not stated)	6	1	-4	-2	5	-3.1	-17	-3	-1	2	23
COc1ccc(C2C3=C(OC(C)=O)c4ccccc4C3=Nc3c2c(=O)n(C)c(=O)n3C)cc1 (configuration not stated)	-19	0	19	6	18	2.2	9	-2	-19	29	-34
COc1ccc(C)cc1NC(=O)NNS(=O)(=O)c1ccc(NC(C)=O)cc1	1	-5	-14	7	11	-0.4	15	5	3	19	7
Cc1ccc(S(=O)(=O)c2cn(C)c3cc(N4CCN(C)CC4)c(F)cc3c2=O)c(C)c1	18	-1	5	-12	18	0.4	-14	4	9	7	76*
CCC(CCC(=O)NNC(=O)Cc1ccc([N+](=O)[O-])cc1)C(=O)O (configuration not stated)	-5	1	1	-8	4	0.7	-2	6	4	-16	2

Screening results deposited in PubChem by several laboratories.
